Source: PubChem (several laboratories)
NALP1 inh – NALP1 inflammasome inhibitors in reconstituted yeast, colorimetric, S. cerevisiae, triplicate retest; S. cerevisiae NALP1/ASC/caspase-1 growth, X-gal OD620, 72 h; inhibition, % at 10 µM; 0.61% of 280,000 active; in the data active = inhibition mostly above about 24%, no sharp cut-off; inactive = mostly below about 32%; note: some compounds called inactive have numbers as strong as hits
MEKK2 WT-MEK5 – modulators of MEK5 binding to wildtype MEKK2, primary screen, biochemical, multiplex bead flow cytometry, Alexa488-MEK5. binding response (% of control), % at 10 µM. Alexa488-MEK5 binding to MEKK2 WT; actives lie on both sides. 1.1% of 290,000 active. Mitogen-activated protein kinase kinase kinase 2 (Homo sapiens), Q9Y2U5; in the data active = binding response below about 67% or above about 130%
PHOSPHO1 inh – PubChem AID 1565; Phosphoethanolamine/phosphocholine phosphatase (Homo sapiens), Q8TCT1; recombinant PHOSPHO1, absorbance phosphatase assay; inhibition, % at 13.3 µM; 1.1% of 290,000 active; in the data active = inhibition above about 60%
Target sequence (Q8TCT1 whole entry, looked up): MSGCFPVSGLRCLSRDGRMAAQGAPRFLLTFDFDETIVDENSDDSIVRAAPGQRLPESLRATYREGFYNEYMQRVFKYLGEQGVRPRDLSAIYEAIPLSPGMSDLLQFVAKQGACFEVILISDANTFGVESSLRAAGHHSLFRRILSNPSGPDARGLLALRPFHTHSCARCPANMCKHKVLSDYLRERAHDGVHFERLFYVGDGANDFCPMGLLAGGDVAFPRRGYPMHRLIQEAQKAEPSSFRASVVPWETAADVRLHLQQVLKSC
OXTR agonist – human OXTR agonists, primary screen, fluorescence, CHO-OTR cells, Fluo-8 calcium | Oxytocin receptor (Homo sapiens), P30559 | Fluo-8 calcium fluorescence; normalized: DMSO 0%, oxytocin 100% | activation, % at 3 µM | 0.32% of 320,000 active | AID 2435, 2010;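 active = activation above the mean of all tested compounds plus 3 SD, cutoff set per screening run, cut at about 20% in these data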;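 note: peak over basal fluorescence ratio from a 100 s FLIPR kinetic read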
Target sequence (P30559 whole entry, looked up): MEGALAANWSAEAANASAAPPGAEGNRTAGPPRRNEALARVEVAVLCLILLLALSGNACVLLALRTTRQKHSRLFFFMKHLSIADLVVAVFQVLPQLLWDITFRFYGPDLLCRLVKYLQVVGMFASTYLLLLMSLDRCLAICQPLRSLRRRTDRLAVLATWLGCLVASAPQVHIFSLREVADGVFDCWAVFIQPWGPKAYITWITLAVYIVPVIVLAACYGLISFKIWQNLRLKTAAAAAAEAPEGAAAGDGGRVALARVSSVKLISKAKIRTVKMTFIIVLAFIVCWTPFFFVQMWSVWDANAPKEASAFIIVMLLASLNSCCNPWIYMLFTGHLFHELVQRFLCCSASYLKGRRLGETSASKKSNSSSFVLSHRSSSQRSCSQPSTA
MEKK2 mut-MEK5 – MEK5 binding signal on mutant MEKK2 PB1, primary screen, biochemical, multiplex bead flow cytometry, Alexa488-MEK5 | percent response, % at 10 µM | Alexa488-MEK5 binding to MEKK2 mutant | 0.35% of 290,000 active | AID 1530, 2009; in the data active = percent response above about 24%, passing the limit was not always enough; note: inactives centre near 1; some results filed as inactive read as strong as hits; reference of the scale not given here
M18AAP inhibitor – PfM18AAP inhibitors, malaria aminopeptidase, primary screen, biochemical, QFRET, recombinant enzyme; inhibition, % at 7.35 µM; AID 1822, 2009; 1.2% of 290,000 active; M18 aspartyl aminopeptidase (Plasmodium falciparum 3D7); H-Glu-NHMec fluorogenic cleavage;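 active = inhibition above the campaign mean inhibition over all tested compounds plus 3 SD, cut at about 28% in these data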;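 note: 0% = plate median of test compound wells and 100% = 2 mM ZnCl2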
GPR7 antag – GPR7 receptor antagonists, primary screen, cell-based, fluorescence, single concentration; Neuropeptides B/W receptor type 1 (Homo sapiens), P48145; GPR7-expressing cells, fluorescence antagonist assay; inhibition, % at 4.4 µM; 1.1% of 290,000 active; AID 1861, 2009; in the data active = inhibition above about 16%, passing the limit was not always enough;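 note: cells stimulated with the agonist NPW; 0% = agonist with vehicle and 100% = vehicle without agonist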
Target sequence (P48145 whole entry, looked up): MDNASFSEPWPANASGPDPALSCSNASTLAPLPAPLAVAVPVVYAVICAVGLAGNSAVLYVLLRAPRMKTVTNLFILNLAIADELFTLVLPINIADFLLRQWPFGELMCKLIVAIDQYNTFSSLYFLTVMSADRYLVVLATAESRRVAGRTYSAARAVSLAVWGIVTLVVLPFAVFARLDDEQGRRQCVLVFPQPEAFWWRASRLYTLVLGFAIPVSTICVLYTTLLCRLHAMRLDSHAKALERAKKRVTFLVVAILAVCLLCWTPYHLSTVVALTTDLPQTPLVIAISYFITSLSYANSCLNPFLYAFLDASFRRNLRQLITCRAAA
MEKK3 PB1 HTS – modulators of MEKK3-MEK5 PB1 binding, primary screen, biochemical, wildtype MEKK3, multiplex bead flow cytometry, Alexa488-MEK5 | Mitogen-activated protein kinase kinase kinase 3 (Homo sapiens), Q99759 | bead-based flow cytometry, Alexa488-MEK5 binding to MEKK3; actives lie on both sides; 0 = blocked by unlabeled MEK5, 100 = vehicle | binding response (% of control), % at 10 µM | 1.4% of 290,000 active | AID 1529, 2009;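 active = binding response more than 3 SD above or below the average of its plate-row segment, actives on both sides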;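 note: Alexa488 bead fluorescence after subtracting the streptavidin-only scavenger bead signal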
FID counter – compounds displacing fluorescent DNA intercalator, primary screen, artefact control for HCV NS3 helicase inhibitor project, biochemical, FID fluorescence | inhibition, % at 7.9 µM | 0.17% of 290,000 active | DNA fluorescent intercalator displacement; in the data active = inhibition above about 37%;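 note: 0% = vehicle and 100% = reference compound; higher means more ethidium bromide displaced from hairpin DNA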
* hit, by the source's call; [ ] = dose if it differs, or a comment. Random draw from the library. Share with any hit: about 6.2%.

Results for COc1ccc(N(CC(=O)Nc2ccc(S(=O)(=O)N3CCCC3)cc2)S(C)(=O)=O)cc1OC ?
NALP1 inh: -6; MEKK2 WT-MEK5: 101; PHOSPHO1 inh: 0; OXTR agonist: 0.0; MEKK2 mut-MEK5: 2; M18AAP inhibitor: -9; GPR7 antag: 2; MEKK3 PB1 HTS: 101; FID counter: -15

What do the screens show for `CCCOC(=O)c1c(N)sc(C(=O)OCC)c1C`?
NALP1 inh: 29; MEKK2 WT-MEK5: 96; PHOSPHO1 inh: 19; OXTR agonist: -1.6; MEKK2 mut-MEK5: -1; M18AAP inhibitor: -5; GPR7 antag: -2; MEKK3 PB1 HTS: 95; FID counter: -14

Results for O=C1S/C(=C/c2ccccc2F)C(=O)N1CCN=C1NS(=O)(=O)c2ccccc21 ?
NALP1 inh: 16; MEKK2 WT-MEK5: 103; PHOSPHO1 inh: 2; OXTR agonist: 9.0; MEKK2 mut-MEK5: 0; M18AAP inhibitor: 5; GPR7 antag: -16; MEKK3 PB1 HTS: 101; FID counter: -6

What do the screens show for `CC(=O)Oc1c(Cl)cc(Cl)cc1/C=C/c1ccc2ccccc2n1`?
NALP1 inh: -1; MEKK2 WT-MEK5: 104; PHOSPHO1 inh: -7; OXTR agonist: -1.5; MEKK2 mut-MEK5: 8; M18AAP inhibitor: 3; GPR7 antag: -5; MEKK3 PB1 HTS: 104; FID counter: -1

How did Cc1ccnc(NC(=O)c2cnc(Cl)c(Cl)c2)c1 do in these assays?
NALP1 inh: -4; MEKK2 WT-MEK5: 92; PHOSPHO1 inh: 44; OXTR agonist: -1.2; MEKK2 mut-MEK5: -3; M18AAP inhibitor: 6; GPR7 antag: -11; MEKK3 PB1 HTS: 100; FID counter: -8

How did CC(C)(C)c1ccc(OCc2ccc(C(=O)N3CCOCC3)o2)cc1 do in these assays?
NALP1 inh: 12; MEKK2 WT-MEK5: 91; PHOSPHO1 inh: 41; OXTR agonist: 2.5; MEKK2 mut-MEK5: -7; M18AAP inhibitor: -4; GPR7 antag: -4; MEKK3 PB1 HTS: 101; FID counter: -30

Results for Cc1ccc(SCc2c(C(=O)N/N=C/c3ccncc3)nnn2-c2nonc2N)cc1 ?
NALP1 inh: 11; MEKK2 WT-MEK5: 99; PHOSPHO1 inh: 51; OXTR agonist: 0.4; MEKK2 mut-MEK5: -1; M18AAP inhibitor: 0; GPR7 antag: -3; MEKK3 PB1 HTS: 102; FID counter: -7

Results for CN(C)C(=S)Nc1ccc(N2CCOCC2)cc1 ?
NALP1 inh: 8; MEKK2 WT-MEK5: 81; PHOSPHO1 inh: -8; OXTR agonist: 0.3; MEKK2 mut-MEK5: -23; M18AAP inhibitor: 1; GPR7 antag: -1; MEKK3 PB1 HTS: 85; FID counter: 0

What do the screens show for `CCN1/C(=C\c2ccc3cc(C)ccc3[n+]2CC)Sc2cc(C)c(C)cc21`?
NALP1 inh: -13; MEKK2 WT-MEK5: 29*; PHOSPHO1 inh: -80; MEKK2 mut-MEK5: 15; M18AAP inhibitor: -12; GPR7 antag: 9; MEKK3 PB1 HTS: 44*[inhibitor]; FID counter: -9

How did CC/C=C/C(=O)N1CC2(CC(c3cccc(NC(=O)CC(c4ccccc4)c4ccccc4)c3)=NO2)C[C@@H]1C(N)=O (stereo partly specified) do in these assays?
NALP1 inh: -5; MEKK2 WT-MEK5: 96; PHOSPHO1 inh: 31; OXTR agonist: 0.5; MEKK2 mut-MEK5: -1; MEKK3 PB1 HTS: 78

How did COc1cc(C2CC(=O)c3cnc(NC(=O)COc4ccccc4)nc3C2)cc(OC)c1OC (stereo unspecified) do in these assays?
NALP1 inh: 28; MEKK2 WT-MEK5: 100; PHOSPHO1 inh: 9; OXTR agonist: 0.3; MEKK2 mut-MEK5: 4; M18AAP inhibitor: -3; GPR7 antag: -7; MEKK3 PB1 HTS: 101; FID counter: 6

How did CN(C)c1ccc(C(=O)N/N=C/c2cc(Br)cc(Br)c2O)cc1 do in these assays?
MEKK2 WT-MEK5: 90; PHOSPHO1 inh: 22; OXTR agonist: -0.6; MEKK2 mut-MEK5: -23; M18AAP inhibitor: 5; GPR7 antag: -6; MEKK3 PB1 HTS: 87; FID counter: -4

What do the screens show for `Cc1cccc(CSc2nc3sc(C)c(C)c3c(=O)n2Cc2ccco2)c1`?
NALP1 inh: 2; MEKK2 WT-MEK5: 101; PHOSPHO1 inh: 20; OXTR agonist: 0.3; MEKK2 mut-MEK5: 0; M18AAP inhibitor: 1; GPR7 antag: 0; MEKK3 PB1 HTS: 104; FID counter: -9

How did CC(=O)c1cccc(NC(=O)C=C(C)C)c1 do in these assays?
NALP1 inh: 10; PHOSPHO1 inh: 33; OXTR agonist: -0.1; M18AAP inhibitor: -1; GPR7 antag: -6; FID counter: -1

How did Cn1ncc([N+](=O)[O-])c1C(=O)Nc1ccn(Cc2ccccc2F)n1 do in these assays?
NALP1 inh: -14; MEKK2 WT-MEK5: 93; PHOSPHO1 inh: 1; OXTR agonist: 1.0; MEKK2 mut-MEK5: -1; M18AAP inhibitor: 6; GPR7 antag: 5; MEKK3 PB1 HTS: 94; FID counter: 0

How did CCn1c(SCC(=O)NCCc2ccccc2)nc2sc3c(c2c1=O)CCN(C)C3 do in these assays?
NALP1 inh: 14; MEKK2 WT-MEK5: 102; PHOSPHO1 inh: 8; OXTR agonist: -1.1; MEKK2 mut-MEK5: 4; M18AAP inhibitor: 16; GPR7 antag: -6; MEKK3 PB1 HTS: 107; FID counter: 9

Results for CC(=O)c1ccc(OCC(O)Cn2nnc3ccccc32)cc1 (stereo unspecified) ?
NALP1 inh: -15; MEKK2 WT-MEK5: 97; PHOSPHO1 inh: 1; OXTR agonist: -0.2; MEKK2 mut-MEK5: -2; M18AAP inhibitor: -2; GPR7 antag: -6; MEKK3 PB1 HTS: 100; FID counter: -11

What do the screens show for `Cc1ccc(C)c(S(=O)(=O)N/N=C/c2ccc(N3CCOCC3)cc2)c1`?
MEKK2 WT-MEK5: 100; PHOSPHO1 inh: 39; OXTR agonist: -1.6; MEKK2 mut-MEK5: 3; M18AAP inhibitor: 5; GPR7 antag: 0; MEKK3 PB1 HTS: 101; FID counter: -4

How did COc1ccc([N+](=O)[O-])cc1N(CC(=O)NCCC1=CCCCC1)S(C)(=O)=O do in these assays?
NALP1 inh: 25; MEKK2 WT-MEK5: 102; PHOSPHO1 inh: -2; OXTR agonist: -0.8; MEKK2 mut-MEK5: -1; M18AAP inhibitor: -1; GPR7 antag: 0; MEKK3 PB1 HTS: 96; FID counter: -12

Results for CCOC(=O)C(Cc1ccccc1)(NC(C)=O)C(=O)OCC ?
NALP1 inh: 9; MEKK2 WT-MEK5: 102; PHOSPHO1 inh: 5; OXTR agonist: -1.4; MEKK2 mut-MEK5: 1; M18AAP inhibitor: 3; GPR7 antag: 2; MEKK3 PB1 HTS: 97; FID counter: -4

Results for Cc1ccc(NC(=O)/C(C#N)=N/Nc2ccc(C(=O)O)cc2)c(C)c1 ?
MEKK2 WT-MEK5: 88; PHOSPHO1 inh: 20; OXTR agonist: -0.6; MEKK2 mut-MEK5: -7; M18AAP inhibitor: 12; GPR7 antag: 7; MEKK3 PB1 HTS: 93; FID counter: -9

How did O=C(N/N=C\c1ccc([N+](=O)[O-])s1)c1cncc(Br)c1 do in these assays?
NALP1 inh: 16; MEKK2 WT-MEK5: 103; PHOSPHO1 inh: -15; OXTR agonist: 1.9; MEKK2 mut-MEK5: 1; M18AAP inhibitor: 5; GPR7 antag: -7; MEKK3 PB1 HTS: 127; FID counter: 3

What do the screens show for `CC(C)CCNC(=O)c1cn(CC(C)C)c(=O)c2c1c1ccccc1n2C`?
NALP1 inh: 3; MEKK2 WT-MEK5: 97; PHOSPHO1 inh: 1; OXTR agonist: -0.7; MEKK2 mut-MEK5: 5; M18AAP inhibitor: 1; GPR7 antag: 17; MEKK3 PB1 HTS: 100; FID counter: -28

What do the screens show for `N#CCC(=O)N/N=C/c1coc2ccccc2c1=O`?
MEKK2 WT-MEK5: 101; PHOSPHO1 inh: 22; OXTR agonist: -2.0; MEKK2 mut-MEK5: 0; M18AAP inhibitor: 1; GPR7 antag: 0; MEKK3 PB1 HTS: 102; FID counter: -6

How did O=c1c2c(-c3cccs3)csc2ncn1-c1ccc(Br)cc1 do in these assays?
NALP1 inh: -3; MEKK2 WT-MEK5: 103; PHOSPHO1 inh: 41; OXTR agonist: -2.1; MEKK2 mut-MEK5: 11; M18AAP inhibitor: -2; GPR7 antag: 1; MEKK3 PB1 HTS: 110; FID counter: -9

Results for CC(C)CCCC(C)CCOC(=O)CN1CCCC1 (stereo unspecified) ?
NALP1 inh: -41; MEKK2 WT-MEK5: 104; PHOSPHO1 inh: 33; OXTR agonist: -0.2; MEKK2 mut-MEK5: 5; M18AAP inhibitor: 2; GPR7 antag: -5; MEKK3 PB1 HTS: 103; FID counter: -4

Results for COc1ccc2cc(N=Cc3nc(-c4ccc(C)cc4)oc3O)cnc2c1 ?
NALP1 inh: -2; MEKK2 WT-MEK5: 79; PHOSPHO1 inh: 52; OXTR agonist: -0.8; MEKK2 mut-MEK5: -12; M18AAP inhibitor: -3; GPR7 antag: 2; MEKK3 PB1 HTS: 90; FID counter: 0

What do the screens show for `CC(=O)SC1CC(=O)N(c2ccc(C(C)(C)C)cc2)C1=O` (stereo unspecified)?
MEKK2 WT-MEK5: 99; PHOSPHO1 inh: 23; OXTR agonist: -0.3; MEKK2 mut-MEK5: -3; M18AAP inhibitor: -8; GPR7 antag: -1; MEKK3 PB1 HTS: 101; FID counter: -13

How did CCOc1ccc(N(CC(=O)NC2CCCCC2C)S(=O)(=O)c2c(C)noc2C)cc1 (stereo unspecified) do in these assays?
NALP1 inh: 16; MEKK2 WT-MEK5: 96; PHOSPHO1 inh: 2; OXTR agonist: -2.2; MEKK2 mut-MEK5: -1; M18AAP inhibitor: -7; GPR7 antag: 16; MEKK3 PB1 HTS: 97; FID counter: -39

How did COc1cc(-c2nnc(-c3cc(OC)c(OC)c(OC)c3)o2)cc(OC)c1OC do in these assays?
NALP1 inh: -9; MEKK2 WT-MEK5: 108; PHOSPHO1 inh: 6; OXTR agonist: -0.7; MEKK2 mut-MEK5: 16; M18AAP inhibitor: -2; GPR7 antag: -9; MEKK3 PB1 HTS: 109; FID counter: -9

A portion taken from the entries so far, as a working copy:
Results for COc1ccc(N(CC(=O)Nc2ccc(S(=O)(=O)N3CCCC3)cc2)S(C)(=O)=O)cc1OC ?
NALP1 inh: -6; MEKK2 WT-MEK5: 101; PHOSPHO1 inh: 0; OXTR agonist: 0.0; MEKK2 mut-MEK5: 2; M18AAP inhibitor: -9; GPR7 antag: 2; MEKK3 PB1 HTS: 101; FID counter: -15

What do the screens show for `CCCOC(=O)c1c(N)sc(C(=O)OCC)c1C`?
NALP1 inh: 29; MEKK2 WT-MEK5: 96; PHOSPHO1 inh: 19; OXTR agonist: -1.6; MEKK2 mut-MEK5: -1; M18AAP inhibitor: -5; GPR7 antag: -2; MEKK3 PB1 HTS: 95; FID counter: -14
